Bioassay records deposited in PubChem BioAssay by National Center for Advancing Translational Sciences (NCATS).
KCNH2 3.1 inh: inhibitors of human KCNH2 3.1 potassium channel isoform. U2OS KCNH2 3.1, thallium flux FluxOr; active compounds read low. activity change, % (tested at about 1.8 µM). 340,000 compounds, 0.95% hits. AID 720553;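 active means maximum activity change below -70%; inconclusive means maximum activity change from -70% to -50%; inactive means maximum activity change above -50%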;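 further: thallium influx rate constant from kinetic fluorescence after stimulation buffer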
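We transduce U2OS cells with the mutant 3.1 virus, culture them overnight, load FluxOr with Red40 quencher for 45 min, then add stimulation buffer and read kinetically for 2 min to derive a normalized rate constant.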
The depositor's hits bear a star; ? = inconclusive. On the % scale 0 is the no-effect control and ±100 the full control effect. Some of the compounds tested; count on the stated rates, not on these rows.

Start of the data: the first 4 records (preview)
SMILES	KCNH2 3.1 inh
Cc1ccn2c(-c3csc(Nc4ccc(C(=O)O)cc4)n3)c(C)nc2c1	-2
CN(C)c1ccc(C(=O)C=Cc2ccc([N+](=O)[O-])cc2)cc1	-12
COC(=O)C[C@@H]1C[C@H]2c3cc(NS(C)(=O)=O)ccc3O[C@H]2[C@H](CO)O1	7
C[C@@H]1CCCCO[C@H](CN(C)S(=O)(=O)c2cn(C)cn2)[C@H](C)CN([C@@H](C)CO)C(=O)c2cc(NC(=O)c3ccccc3)ccc2O1	12

This part in full, previewed entries included:
SMILES	KCNH2 3.1 inh
Cc1ccn2c(-c3csc(Nc4ccc(C(=O)O)cc4)n3)c(C)nc2c1	-2
CN(C)c1ccc(C(=O)C=Cc2ccc([N+](=O)[O-])cc2)cc1	-12
COC(=O)C[C@@H]1C[C@H]2c3cc(NS(C)(=O)=O)ccc3O[C@H]2[C@H](CO)O1	7
C[C@@H]1CCCCO[C@H](CN(C)S(=O)(=O)c2cn(C)cn2)[C@H](C)CN([C@@H](C)CO)C(=O)c2cc(NC(=O)c3ccccc3)ccc2O1	12
COc1ccc2nc3n(c(=O)c2c1)-c1ncccc1C(=O)NC3C (centres undefined)	-4
O=Cc1cn(CCOc2ccc(F)cc2)c2ccccc12	-5
CC1CCN(C(=O)CCn2c(=O)oc3ccc(Cl)cc32)CC1	6
COc1ccccc1C(=O)N1CCN(c2nc3cc(C)cc(C)c3cc2C#N)CC1	-33
CCOC(=O)C1=C(COC(=O)c2cc([N+](=O)[O-])ccc2Cl)NC(=O)NC1C (centres undefined)	-1
CN1CCN(C(=O)CCn2c(=S)[nH]c3ccccc3c2=O)CC1	-6
COc1ccc(OCc2cc(C(=O)NC(C)c3nc(C)cs3)no2)c(Cl)c1 (centres undefined)	-9
CC(C)(C)NC(=S)N1CCC2CC1c1c(Cl)cccc12 (centres undefined)	7
Cc1cccc(NC(=O)COC(=O)CN2C(=O)c3ccccc3C2=O)c1	6
Cc1ccc(C(=O)OCC(=O)Nc2c(C)nn(-c3ccccc3)c2C)c(O)c1	5
O=C([C@@H]1CCCN1C1=NS(=O)(=O)c2ccccc21)N1CCN(c2ccccc2)CC1	-10
COC(=O)C1=C(O)/C(=C/c2ccc(OCC(=O)Nc3ccc(OC)cc3)cc2)N=C1C	3
COc1ccc(C(C#N)=Cc2cccc(OC)c2OC)cc1	-3
Cc1cc(C)c(NC(=O)CN2CCN(S(=O)(=O)c3ccc4c(c3)OCCO4)CC2)c(C)c1	-1
Cc1cccc(OC(C)C(=O)Nc2nc(-c3cccnc3)cs2)c1 (centres undefined)	-8
COc1ccc(C(=O)NCC(=O)OCC(=O)c2ccccc2Br)cc1OC	-6
CC1(C)C(=O)C=C(N2CCCCC2)c2ccccc21	10
CCC(C)(C)C1CCC2(CC1)NC(=O)N(CC(=O)N1CCN(c3ccccc3OC)CC1)C2=O (centres undefined)	-12
CC1NC(=O)c2cccnc2-n2c1nc1cc(F)ccc1c2=O (centres undefined)	-11
Cc1cc(C)nc(NS(=O)(=O)c2ccc(NCN3C(=O)c4ccccc4C3=O)cc2)n1	6
CC1=C(C(=O)N(C)C)CC(CC(=O)NC2CCCCC2)C(=O)N1CCC1=CCCCC1 (centres undefined)	3
O=C(O)C(Cc1ccccc1)N1C(=O)C=CC1=O (centres undefined)	-7
CCC(Oc1ccccc1)C(=O)OCC(=O)Nc1c(C)nn(-c2ccccc2)c1C (centres undefined)	3
COc1ccc(NS(=O)(=O)c2cccc(C(=O)N3CCOCC3)c2)cc1	-4
O=C(NCCCN1CCOCC1)c1cccc(S(=O)(=O)N2CCc3ccccc32)c1	11
Cc1ccc(C(C#N)=Cc2ccc3c(c2)OCO3)cc1	13
CC(C)C#Cc1ccc2c(c1)O[C@@H](CN(C)S(=O)(=O)c1cn(C)cn1)[C@@H](C)CN([C@H](C)CO)S2(=O)=O	10
CCCCCC(=O)N1C[C@@H](n2cc(C3CC3)nn2)[C@H](O)C[C@@H]1c1ccc(OC)cc1	-5
CC1(C)OC(=O)C2=C(CC(CCc3ccccc3)OC2c2ccccc2)O1 (centres undefined)	-10
CN1CCN(C(=O)C[C@H]2C[C@H]3c4cc(NC(=O)NC5CCCCC5)ccc4O[C@H]3[C@@H](CO)O2)CC1	-7
O=C(c1ccc(N2C(=O)c3ccccc3C2=O)cc1)N1CCN(S(=O)(=O)c2ccccc2F)CC1	-2
CCOc1ccccc1NC(=O)c1cc2ccccc2o1	-10
CN(CC(=O)NCc1cccs1)CC(=O)Nc1ccccc1Cl	-1
Cc1ccc(S(=O)(=O)N(C)C[C@@H]2OCc3ccccc3-c3c(n(C)c4ccccc34)C(=O)N([C@H](C)CO)C[C@@H]2C)cc1	-14
C[C@H](CO)N1C[C@H](C)[C@@H](CN(C)Cc2ccccn2)Oc2ncc(Br)cc2C1=O	5
COc1ccc(-n2ncc3c(SCC(=O)OC(C)C)ncnc32)cc1	-1
O=C(COC(=O)c1cncc(Br)c1)Nc1ccc(S(=O)(=O)N2CCOCC2)cc1	-7
NS(=O)(=O)c1ccc(CCNC(=O)C2CCCN2C(=O)c2cccs2)cc1 (centres undefined)	2
COc1cc(C=NNc2ccccc2)ccc1OC(=O)c1ccccc1	-3
COc1ccccc1C1NC(=O)NC(C)=C1C(=O)OCC1CCCCC1 (centres undefined)	-2
O=C(NCc1ccccn1)c1ccccc1OCc1ccccc1Cl	5
CCOC(=O)CCC1(C(=O)OC)C(=O)CCCCCC=C1C(=O)OC (centres undefined)	5
Cc1cc(NC(=O)C(C)SCC(=O)Nc2ccc(C(=O)OC(C)C)cc2)no1 (centres undefined)	0
Cc1ccc(-n2c(-c3ccc(Br)cc3)n[nH]c2=S)c(C)c1	-1
Cc1ccc(S(=O)(=O)Nc2ccccc2C=NNC(=O)c2ccncc2)cc1	?
CCOc1ccc(/C=C/C(=O)N(CC)CC(=O)Nc2c(F)cccc2F)cc1OC	11
Further structures:
SMILES	KCNH2 3.1 inh
O=C(c1c(F)cccc1Cl)N(Cc1ccco1)C1CCS(=O)(=O)C1 (centres undefined)	4
Cc1[nH]c2ccccc2c1/C=N\NC(=O)c1ccccc1Cl	8
COc1ccccc1N(C)S(=O)(=O)c1ccc(C(=O)NCCCN2CCCC2=O)cc1	0
Cc1noc(C)c1S(=O)(=O)N(C)C[C@@H]1OCc2cnnn2CCCC(=O)N([C@H](C)CO)C[C@@H]1C	-5
COc1ccc2nc(N(CCN(C)C)C(=O)c3ccc4ncsc4c3)sc2c1	14
C[C@@H]1CCCCO[C@H](CN(C)Cc2ccc(C(F)(F)F)cc2)[C@H](C)CN([C@@H](C)CO)C(=O)c2cc(NC(=O)Cc3ccccc3)ccc2O1	-12
C[C@@H]1CN([C@@H](C)CO)C(=O)CCCn2cc(nn2)CO[C@H]1CN(C)S(=O)(=O)c1cn(C)cn1	6
COc1ccccc1NC(=O)N(C)C[C@H]1OCc2cnnn2CCCC(=O)N([C@H](C)CO)C[C@H]1C	6
O=C(Oc1ccc(=O)[nH]n1)c1ccccc1	5
O=S1(=O)CCN(Cc2ccncc2)CC1	3
COCCn1c(=S)[nH]c2cc(C(=O)NC3CCCCC3C)ccc2c1=O (centres undefined)	-1
Cc1ccc([C@H]2C[C@@H](O)[C@H](n3cc(-c4ccc(F)cc4)nn3)CN2C(=O)C2CCCCC2)cc1	-2
O=C(NCc1ccc(F)cc1)C(=O)NCC1OCCN1S(=O)(=O)c1cc(F)ccc1F (centres undefined)	-23
CC1=C(C(=O)N2CCOCC2)CC(CC(=O)NC2CCCCC2)C(=O)N1Cc1ccccc1 (centres undefined)	3
Cc1ccc2c(=O)n3c(nc2c1)C(Cc1ccccc1)NC(=O)c1cccnc1-3 (centres undefined)	10
O=C(NCc1cc(C(F)(F)F)ccc1Cl)c1cccc2c1C(=O)c1ccc(N3CCC(N4CCCCC4)CC3)cc1S2(=O)=O	-10
C[C@H](CO)N1C[C@H](C)[C@@H](CN(C)Cc2ccncc2)OCc2cnnn2CCCC1=O	12
COc1cc2c(c(Br)c1N)-c1cc(Br)c(N)cc1C2=O	3
Cc1ccc(Cc2c(-c3ccccc3)nc3ccc(Br)cn23)cc1	2
NC(=S)c1csc(CCNC(=O)c2ccccc2)n1	-11

An excerpt of these results, as a markdown table.
| SMILES | KCNH2 3.1 inh |
| --- | --- |
| CC1=C(C(=O)N2CCOCC2)CC(CC(=O)NC2CCCCC2)C(=O)N1Cc1ccccc1 (centres undefined) | 3 |
| COCCn1c(=S)[nH]c2cc(C(=O)NC3CCCCC3C)ccc2c1=O (centres undefined) | -1 |

(cont.)
SMILES	KCNH2 3.1 inh
CCOC(=O)[C@@H](NC(=O)CC[C@H]1O[C@@H](n2cc(C)c(=O)[nH]c2=O)C[C@@H]1O)C(C)C	24
COc1ccc(C(=O)N2CCc3ccccc3C2)cc1S(=O)(=O)N1CCCC1	-4
CC1=C(C(=O)N(C)C)CC(CC(=O)NCCCN(C)C)C(=O)N1CCC1=CCCCC1 (centres undefined)	2
CCC/C=C/c1ccc(CN2C(C(C)C)C(=O)N(Cc3cn(CC4CCCCC4)nn3)CCS2(=O)=O)cc1 (centres undefined)	-24
c1ccc2c(-c3nc4ccccc4[nH]3)cccc2c1	-122*
Cc1ccc(S(=O)(=O)N2CCCCC2)cc1NCC(=O)Nc1ccc(Br)cc1F	-2
O=C1C=C(c2ccccc2Oc2ccccc2)C[C@@H](c2ccc(F)cc2)C1	-7
NC(=O)CCC(NC(=O)OCc1ccccc1)C(=O)OCC(=O)c1ccccc1 (centres undefined)	6
CC1(C2CC2)NC(=O)N(CC(=O)Nc2ccc(OC(F)F)cc2)C1=O (centres undefined)	-17
O=C1OCCC1=COCCCCCOC=C1CCOC1=O	7
Cc1ccc(S(=O)(=O)N(C)C[C@H]2Oc3cc(Br)ccc3S(=O)(=O)N([C@H](C)CO)C[C@H]2C)cc1	5
COc1ccc(/C=N/NC(=O)c2nnn(-c3nonc3N)c2C)cc1OC	-2
C[C@@H]1CN([C@H](C)CO)C(=O)CCCn2cc(nn2)CO[C@H]1CN(C)S(=O)(=O)c1ccc2ccccc2c1	1
C[C@@H]1CCCCO[C@@H](CN(C)Cc2ccc(Cl)c(Cl)c2)[C@@H](C)CN([C@H](C)CO)C(=O)c2cc(NC(=O)CCC(F)(F)F)ccc2O1	-8
CCN(CC)S(=O)(=O)c1ccc(N2CCOCC2)c(NC(=O)c2nn(C(C)C)c(=O)c3ccccc23)c1	-7
Clc1ccc2nc(C(Cl)(Cl)Cl)[nH]c2c1	-13
COc1cc(C(=O)COC(=O)c2ccc3c(c2)OCCO3)cc(OC)c1OC	5
CCc1nnc(NC(=O)Cc2ccc(OC)c(S(=O)(=O)N3CCOCC3)c2)s1	8
COc1ccc(Oc2c(OC)cc(NCc3ccc(CN)cc3)c3ncccc23)cc1	5
CN(C(=O)NC1CCCCC1)[C@H]1C[C@H]2c3[nH]c4ccccc4c3CCN2C(=O)[C@H]1CO	3
Cc1ccc(CC(C)(O)CC(C)(O)Cc2ccc(C)cc2)cc1 (centres undefined)	-3
CC1COCC(C)N1C(=O)c1cccnc1 (centres undefined)	5
COc1ccc(C(=O)COC(=O)C2COc3ccccc3O2)c(OC)c1 (centres undefined)	7
C[C@@H]1CN([C@H](C)CO)C(=O)c2c(c3ccccc3n2C)-c2ccccc2CO[C@@H]1CN(C)Cc1ccc(O)cc1	-3
C[C@H]1CCCCO[C@H](CN(C)S(=O)(=O)c2cn(C)cn2)[C@@H](C)CN([C@@H](C)CO)C(=O)c2cc(NS(=O)(=O)c3ccccc3)ccc2O1	6
C[C@@H]1CN([C@H](C)CO)C(=O)c2c(c3ccccc3n2C)-c2ccccc2CO[C@@H]1CN(C)C(=O)Nc1ccccc1C(F)(F)F	8
COc1ccc(N2C[C@H](CSC)[C@@H](CC(=O)Nc3ccc(Br)cc3)C2=O)cc1	-16
O=C(CCNS(=O)(=O)c1ccc(Br)cc1)NCC(c1cccs1)N1CCOCC1 (centres undefined)	-4
CCN(CC)CCN=c1c(C)nc(C#N)c(N)n1O	-4
Cc1ccc2c(c1)c1c3n2CCN(CCC#N)C3CCC1 (centres undefined)	13

6 entries picked at random from the list so far:
SMILES	KCNH2 3.1 inh
Cc1ccc(Cc2c(-c3ccccc3)nc3ccc(Br)cn23)cc1	2
COc1ccc(OCc2cc(C(=O)NC(C)c3nc(C)cs3)no2)c(Cl)c1 (centres undefined)	-9
Cc1cccc(OC(C)C(=O)Nc2nc(-c3cccnc3)cs2)c1 (centres undefined)	-8
O=C(NCc1ccccn1)c1ccccc1OCc1ccccc1Cl	5
COc1cc2c(c(Br)c1N)-c1cc(Br)c(N)cc1C2=O	3
O=C(NCCCN1CCOCC1)c1cccc(S(=O)(=O)N2CCc3ccccc32)c1	11

The list goes on:
SMILES	KCNH2 3.1 inh
CC1C(=O)N(Cc2cn(CCC3OCCCO3)nn2)CCS(=O)(=O)N1Cc1ccc(-c2ccc(F)nc2)cc1 (centres undefined)	-6
COc1cccc(S(=O)(=O)N(C)C[C@@H]2OCc3cn(nn3)CCCC(=O)N([C@H](C)CO)C[C@H]2C)c1	-15
CC(=O)c1ccc(Nc2ncnc3ccc(Br)cc23)cc1	4
COc1ccc(NC(=O)N(C)C[C@@H]2Oc3cc(C#CCN(C)C)ccc3S(=O)(=O)N([C@H](C)CO)C[C@H]2C)cc1	3
COc1ccc(-n2nc3ccc(N)cc3n2)cc1	2
C[C@H]1Cn2cnc(C(=O)Nc3ccc(CNC(=O)OC(C)(C)C)cc3)c2C(=O)N1	2
CC(C)OC(=O)N(C)C[C@H]1OCc2cnnn2CCCC(=O)N([C@@H](C)CO)C[C@H]1C	-4
CCC(O)c1cnc(OCc2ccccc2)nc1OCc1ccccc1 (centres undefined)	3
C[C@@H]1CN([C@H](C)CO)C(=O)c2cc(Br)cnc2O[C@H]1CN(C)C(=O)CC1CC1	-12
